Screening data deposited in PubChem BioAssay by The Scripps Research Institute Molecular Screening Center.
OXTR potentiator – human OXTR potentiators, primary screen, fluorescence, CHO-OTR cells, Fluo-8 calcium; activation, % at 3 µM; hit rate 0.061% among 320,000; Fluo-8 calcium fluorescence, potentiator mode; 0% = oxytocin EC15, 100% = EC100; Oxytocin receptor (Homo sapiens), P30559; AID 2445, 2010;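 active = activation above that plate's cutoff, the mean activation of tested compounds plus 3 SD, cut at about 6.6% in these data, passing the limit was not always enough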;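 note: 100% uses oxytocin at 75 nM as the full agonist control; some results filed as inactive read as strong as hits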
Target sequence (P30559 whole entry, looked up): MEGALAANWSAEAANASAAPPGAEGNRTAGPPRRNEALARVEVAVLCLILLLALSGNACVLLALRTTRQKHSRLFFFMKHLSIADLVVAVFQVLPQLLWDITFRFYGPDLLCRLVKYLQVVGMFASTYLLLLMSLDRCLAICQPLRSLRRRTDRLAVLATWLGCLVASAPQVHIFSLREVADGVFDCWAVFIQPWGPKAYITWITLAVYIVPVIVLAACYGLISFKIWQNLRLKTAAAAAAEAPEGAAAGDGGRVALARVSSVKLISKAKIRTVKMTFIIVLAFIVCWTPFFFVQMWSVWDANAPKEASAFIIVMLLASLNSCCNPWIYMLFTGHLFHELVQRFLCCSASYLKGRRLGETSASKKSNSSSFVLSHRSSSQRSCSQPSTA
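Measured by – Fluo-8 calcium dye fluorescence · Test system – human OTR in CHO cells · Dosing – one concentration, 3.0 µM compound · Controls – EC15 oxytocin alone as 0%, 75 nM oxytocin as 100% · Evaluation – normalized max/min fluorescence ratio, % activation · Timing – 6 min pre-incubation, 100 s read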
CHRM4 antagonist – human M4 muscarinic receptor antagonists, primary screen, CHO cells, Fluo-8 calcium fluorescence. Muscarinic acetylcholine receptor M4 (Homo sapiens), P08173. CHO-hM4 cells, ACh EC80. inhibition, % at 3 µM. hit rate 0.73% among 360,000. AID 624125, 2012;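 active = inhibition above its plate's cutoff, the mean inhibition of sample wells plus 3 SD, cut at about 27% in these data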;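 note: 0% = acetylcholine EC80 with DMSO and 100% = DMSO without agonist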
CHO-K1 Ca ag – counter-screen for M1 agonists: effect in parental CHO-K1 cells; Fluo-8 calcium fluorescence; scaled to maximal ATP response, vehicle zero; activation, % at 3 µM; hit rate 0.48% among 360,000; AID 602248, 2012; in the data active = activation above about 15%;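 note: untransfected CHO-K1 host cells lacking M1 receptor as counterscreen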
CHO-K1 Ca antag – counter-screen for M1 antagonists: effect in parental CHO-K1 cells; ATP-induced calcium, Fluo-8 fluorescence; inhibition, % at 3 µM; hit rate 0.6% among 360,000; AID 602250;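 active = inhibition above a per-plate cutoff, the plate's mean sample inhibition plus 3 SD, cut at about 24% in these data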;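 note: 0% = DMSO plus EC80 ATP and 100% = DMSO alone without ATP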
CHRM1 PAM – human M1 muscarinic receptor positive allosteric modulators, primary screen, CHO-K1 cells, Fluo-8 calcium fluorescence, 1536-well; AID 588819, 2011; activation, % at 3 µM; Muscarinic acetylcholine receptor M1 (Homo sapiens), P11229; hit rate 0.088% among 360,000; CHO-K1 hM1, ACh EC20; 0% = ACh EC20, 100% = maximal ACh; in the data active = activation above about 19%, passing the limit was not always enough
Target sequence (P11229 whole entry, looked up): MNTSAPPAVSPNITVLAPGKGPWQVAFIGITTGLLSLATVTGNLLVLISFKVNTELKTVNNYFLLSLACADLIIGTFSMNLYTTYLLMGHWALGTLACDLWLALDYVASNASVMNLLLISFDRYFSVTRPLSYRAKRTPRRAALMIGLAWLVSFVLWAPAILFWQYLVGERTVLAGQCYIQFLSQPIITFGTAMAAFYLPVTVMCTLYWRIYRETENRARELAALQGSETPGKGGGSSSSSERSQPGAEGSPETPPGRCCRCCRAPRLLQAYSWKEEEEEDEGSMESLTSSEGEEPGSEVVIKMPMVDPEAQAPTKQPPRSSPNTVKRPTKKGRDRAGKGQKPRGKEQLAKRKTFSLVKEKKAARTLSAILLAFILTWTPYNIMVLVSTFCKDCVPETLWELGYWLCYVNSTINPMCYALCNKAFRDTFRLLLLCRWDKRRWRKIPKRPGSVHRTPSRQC
CHRM1 agonist – human M1 muscarinic receptor agonists, primary screen, Fluo-8 calcium fluorescence, CHO-K1 cells, HTS; CHO-K1 hM1, agonist mode; 0% DMSO, 100% acetylcholine EC100; activation, % at 3 µM; hit rate 0.33% among 360,000;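 active = activation above the run's mean compound activation plus 3 SD, cut at about 16% in these data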;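 note: peak over basal fluorescence ratio within a 140 s kinetic read after compound addition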
M1 antag – human M1 muscarinic receptor antagonists, primary screen, CHO-K1 cells, Fluo-8 calcium fluorescence, 1536-well. CHO-K1 hM1, ACh EC80 antagonist. inhibition, % at 3 µM. hit rate 1.3% among 360,000. AID 588852, 2011;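 active = percent inhibition above its own plate's cutoff, namely the mean of that plate's compound wells plus 3 SD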;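 note: peak over basal fluorescence ratio during 140 s after agonist addition; 0% = ACh EC80 plus DMSO and 100% = DMSO alone without agonist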
M4 ag – human M4 muscarinic receptor agonists, primary screen, CHO-K1 cells, Fluo-8 calcium fluorescence. CHO-K1 hM4/Gqi5; vehicle 0%, full acetylcholine response 100%. activation, % at 3 µM. hit rate 0.14% among 360,000;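 active = activation above the run mean over all test wells plus 3 SD, cut at about 32% in these data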;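 note: peak over basal fluorescence ratio per well then scaled between controls; 0% = DMSO wells and 100% = acetylcholine at EC100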
CHO parental Ca – ATP-evoked calcium signal inhibitors, parental CHO, primary screen, counter-screen for OX1R antagonist project, cell-based, fluorescence, Fluo-8 calcium dye; AID 463079, 2010; hit rate 0.63% among 330,000; parental CHO-K1, ATP-induced calcium, Fluo-8 fluorescence; inhibition, % at 5.6 µM;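 active = inhibition above that plate's mean sample inhibition plus 3 SD, cut at about 26% in these data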;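 note: 0% = ATP-challenged DMSO wells and 100% = DMSO wells without ATP; some compounds past the cut are filed as inactive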
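Assay system: parental CHO cells; Read-out basis: percent inhibition of ATP-evoked calcium rise, normalized to controls; Benchmarks: ATP and no-ATP DMSO wells; Compound dosing: single nominal dose of 5.6 µM per compound; Signal: Fluo-8 calcium dye fluorescence; Also added: ATP as calcium-mobilizing challenge; Repeats: singlicate.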
Numbers without * were called inactive; . = no result given.

SMILES	OXTR potentiator	CHRM4 antagonist	CHO-K1 Ca ag	CHO-K1 Ca antag	CHRM1 PAM	CHRM1 agonist	M1 antag	M4 ag	CHO parental Ca
C=CCN=c1scc(-c2ccc3c(c2)NC(=O)CO3)n1/N=C(\C)c1ccccn1	.	1	4.1	-3	1	-5	6	4	.
Cc1ccsc1/C=C(\C#N)C(=O)NCc1cccnc1	-7	-5	1.8	-5	-3	-8	5	4	-16
COc1ccc(NC(=O)Cn2nc(C)c([N+](=O)[O-])c2C)cn1	-10	2	1.3	-13	11	-4	10	4	-8
CCOC(=O)c1c(-c2ncc(C(F)(F)F)cc2Cl)noc1C	-5	-5	-0.5	7	8	-3	4	0	-18
CC(C(=O)Nc1ccc(S(N)(=O)=O)cc1)N1CCc2ccccc21 (stereo unspecified)	-4	5	0.1	6	7	-2	14	1	-5
CC(/C=N\NC(=O)c1cc(C)oc1C)=C\c1ccccc1	-4	1	0.0	16	-9	-5	11	0	-9
Cc1nc2cc(-c3ccc(Br)cc3)[nH]n2c(=O)c1Cl	.	5	0.3	-11	5	-2	-11	1	.
Cc1ccsc1C(=O)OCC(=O)NCc1ccco1	0	-5	3.5	-2	6	-6	-4	2	4
O=C(CN1C(=O)NC2(CCSC2)C1=O)N1CCN(c2ccc(F)cc2)CC1 (stereo unspecified)	-3	-17	0.6	-13	-3	-3	-7	2	-7
CC(C)C[C@@H](COc1ccccc1)N1CCN(C)CCC1=O	-5	-8	0.0	-2	2	-12	4	2	-17
COc1cc(C(O)c2nc(-c3cc4ccccc4o3)cs2)ccc1F (stereo unspecified)	.	-5	4.6	-16	-6	1	11	14	.
CCN(Cc1ccccc1)S(=O)(=O)c1cn(C)cn1	-3	-8	0.3	-12	0	-2	-3	1	-1
CC(=O)c1c(C)[nH]c(C(=O)OCC(=O)NCc2ccc(Cl)cc2)c1C	-11	-4	5.9	-8	-3	0	-2	14	-17
COc1ccc2c(c1)Cc1c-2cc(Br)c(N)c1Br	.	-12	2.2	-4	2	-3	0	0	.
CC(=O)Nc1cccc(OCc2ccc([N+](=O)[O-])cc2)c1	.	-2	4.9	-14	2	-4	-18	4	.
c1ccc2c(N3CCCCC3)nc(N3CCCC3)nc2c1	-10	-4	3.3	-9	-2	-2	-2	3	-11
CCOc1ccc(C(C(=O)NC2CCCCC2)N(C(=O)c2ccccn2)c2cccnc2)cc1 (stereo unspecified)	-13	8	0.1	-4	4	-8	3	1	-17
Clc1cccc(-c2cc3nc4c(c(N5CCN(c6cnccn6)CC5)n3n2)CCCC4)c1	-10	3	0.2	-10	0	-2	-7	0	-19
CCOc1cc(C(=O)OCC(=O)c2c(N)n(C)c(=O)n(C)c2=O)cc(OCC)c1OCC	-2	-8	0.0	-9	3	-2	-5	1	-10
COc1ccc2nc(/C=N/NC(=O)[C@H](CCSC)NC(=O)OC(C)(C)C)ccc2c1	-12	6	0.6	-7	7	1	-4	1	-26
CN1C(C(=O)NCC2CC2)CC2Cn3c(nc4cc5ccccc5cc43)C21 (stereo unspecified)	-5	-4	0.9	-3	-4	-8	6	1	-13
CCOc1ccc(-c2cc(CCCC(=O)Nc3cc(OC)ccc3OC)no2)cc1	-9	9	0.6	9	-5	-6	2	1	-14
O=C(NCCc1nc(-c2ccccc2Cl)no1)C1CCCCC1	-12	-9	1.1	-10	4	0	-15	2	-12
COCC(C)n1c(SCC(=O)NC(=O)NCc2ccccc2)nc2ccccc2c1=O (stereo unspecified)	7	-7	-0.4	-12	4	-4	-13	0	-28
O=C(CN1CCN(S(=O)(=O)c2ccc3c(c2)OCCCO3)CC1)N1CCc2ccccc21	.	5	0.3	-8	18	-1	-26	0	.
O=C(CCNC(=O)c1ccco1)Nc1cccc(C(F)(F)F)c1	-2	7	2.6	-10	2	-1	-3	0	-9
COc1ccc(S(=O)(=O)N2CCOCC2)cc1NC(=O)c1sccc1C	-3	3	0.3	-16	4	-4	-7	1	-19
COc1ccccc1C(=O)c1nc2ccccc2n1C	-11	-2	0.4	-9	12	-3	-14	0	-2
OCCN1CCN(c2ncnc3scc(-c4ccc(F)cc4)c23)CC1	.	-7	-0.5	2	7	-2	-1	1	.
Cc1ccc(CNC(=O)c2ccccc2N(C)S(C)(=O)=O)cc1	-11	5	0.3	9	0	-4	-3	1	-21
Cc1cc(SCC(=O)NCCCN2CCCC2=O)nc2ccccc12	1	2	0.5	-7	7	-3	-2	1	-13
OCC[C@@H]1C[C@@H](O)[C@H](O)[C@]2(CCCCO2)O1	5	9	0.5	-12	2	-4	5	2	-1
CSc1nc2n(n1)C(c1cccs1)C1=C(CCCC1=O)N2 (stereo unspecified)	-7	5	0.1	-1	-6	-4	24	0	-12
CCc1ccc(-n2c(=O)c3c(C)c(C)sc3n(CC(=O)NCC3CCCO3)c2=O)cc1 (stereo unspecified)	8	10	0.0	-6	11	-2	-10	0	-21
CC(NC(=O)CN1c2cccc3cccc(c23)S1(=O)=O)c1ccc(S(N)(=O)=O)cc1 (stereo unspecified)	-10	-10	0.4	7	3	-4	-4	2	6
Nc1nonc1C(=O)NCCNC(=O)c1ccccc1F	-14	1	0.0	-6	4	-2	-21	1	-4
COc1ccc(C(=O)Nc2ccc(N3CCOCC3)cc2)cc1S(=O)(=O)N1CCOCC1	.	-11	0.7	-1	1	-2	-4	1	.
COCCNC(=O)CSCc1cc(C)cc(C)c1	-7	-5	0.2	-13	2	-5	0	1	-4
COc1ccc(-c2cc(C(=O)N3CCCC3)c3ccccc3n2)cc1OC	-10	-4	12	14	-1	1	5	11	-12
CCS(=O)(=O)N1Cc2cc(C(=O)NCCOC)nc(-c3cccc(-c4ccncc4)c3)c2[C@@H]1CCO	.	-3	0.6	-11	.	.	.	1	.
O=C(CS(=O)(=O)c1ccc(C(F)(F)F)cn1)NNC(=O)c1ccccc1	-2	-3	0.2	0	-4	-4	12	0	-13
O=C(CCNS(=O)(=O)c1ccccc1)NCCSc1ccc(Br)cc1	-8	-3	4.2	-10	1	-5	0	8	-20
COC(=O)c1ccc(C2c3c(oc4ccccc4c3=O)C(=O)N2CCCN2CCOCC2)cc1 (stereo unspecified)	-6	-9	0.6	-2	2	-2	-8	1	-13
CCn1c2ccccc2c2cc(NC(=O)c3cccc([N+](=O)[O-])c3C)ccc21	-3	4	0.9	1	-20	-7	12	2	-13
COCCNCC(O)CON=C1c2ccccc2-c2ccccc21 (stereo unspecified)	-4	2	0.2	-11	8	-4	-7	5	-14
CCCCN(CC)CCNC(=O)c1cc2c(-c3ccc(Cl)cc3)nn(C)c2s1	-4	6	1.4	-3	-5	-9	-2	5	-16
COc1ccc(/C=C2\SC(=S)N(CCCC(=O)N3CCN(C)CC3)C2=O)cc1	-11	-9	4.7	-1	8	0	-5	10	-7
Cc1[nH]c2ccc(F)cc2c1CCN(Cc1cccnc1)C(=S)Nc1cccc(F)c1	-9	-6	1.2	-12	8	-9	-5	2	3
CC(=O)c1nn(-c2ccccc2)c(=Nc2ccccc2)cc1C	.	17	-0.8	10	0	-10	2	-3	.
Cc1ccc(OCC(=O)Nc2ccc(S(=O)(=O)N3CCCC3)cc2)cc1	-1	-8	3.9	-6	3	-7	-6	4	0
O=C(/C=C/c1ccc([N+](=O)[O-])cc1)N(c1ccccn1)C1CCCCC1	-1	5	0.6	-10	-5	-7	9	1	2
CC1CC(C)CN(S(=O)(=O)c2ccc(NC(=S)NC(=O)c3ccccc3)cc2)C1 (stereo unspecified)	-5	4	0.3	-8	7	-5	0	0	-9
CCOC(=O)N1CCN(C(=O)C(=O)Nc2ccc3nc4n(c(=O)c3c2)CCCCC4)CC1	-3	-5	0.2	6	14	0	-17	0	-16
CCCCNC(=O)c1cc(C)no1	-4	4	0.2	-4	8	-6	1	1	8
CC1(C)Cc2c(ccc3ccccc23)C(=O)N1	1	-1	0.1	-10	-5	-2	14	0	2
CC(C)CNc1ncnc2c1sc1nc(N3CCOCC3)c3c(c12)CC(C)(C)OC3	2	3	0.8	-5	8	-2	-9	1	-2
Cc1ncc(N=Nc2ccccc2Cl)c(-c2ccccc2)n1	-14	-9	0.1	-8	4	-3	2	0	-13
Cn1c(SCC(=O)N2CCCCC2)nnc1-c1ccc(S(=O)(=O)N2CCOCC2)cc1	-4	3	0.3	-3	5	-3	-6	0	0
C=CCn1c(C)c(C(=O)OCC)c2cc(O)c3ccccc3c21	.	9	-0.6	-8	2	-6	-6	-2	.
Cc1ccn(C(=O)c2ccc(NC(=O)C3CCCCC3)cc2)n1	-4	-4	-0.1	8	13	6	-4	2	-8
Following part
SMILES	OXTR potentiator	CHRM4 antagonist	CHO-K1 Ca ag	CHO-K1 Ca antag	CHRM1 PAM	CHRM1 agonist	M1 antag	M4 ag	CHO parental Ca
Cc1c(Cl)cccc1NC(=O)CSCC(N)=O	3	-3	0.0	-8	1	-2	0	3	8
CCOC(=O)c1sc(NC(=O)C2CC2)cc1C	-4	-4	0.5	3	0	-2	1	2	0
COc1cc(C(=O)NNC(=O)c2cc(S(=O)(=O)N(C)C)ccc2N2CCCC2)cc(OC)c1OC	-1	11	0.1	-8	-7	0	-6	1	-18
CCN(CCCNC(=O)CN1C(=O)COc2ccccc21)c1cccc(C)c1	-7	-4	1.4	-24	3	-8	6	1	-10
COc1cc(C2CC(=O)NC3=C2C(=O)CC(C)(C)C3)cc(OC)c1O (stereo unspecified)	6	6	-0.5	2	-2	2	0	0	-12
O=C(NC1CCCCC1)c1cc2ccccc2cc1O	-4	4	-0.8	-21	24*	1	-25	-1	-18
CCCCc1nc2cc(C(=O)N3CCCCC3CCO)ccc2o1 (stereo unspecified)	-7	2	0.6	-6	15	-3	-16	1	-12
Fc1ccccc1NC(=S)N1CCN(C/C=C/c2ccccc2)CC1	0	-7	2.6	-11	16	-6	-15	3	-16
N#C/C(C(=O)N1CCCCC1)=C1/N=C(NC(=O)c2ccc(F)cc2)c2ccccc21	-6	-10	1.1	-24	3	-1	3	1	-12
O=[N+]([O-])c1ccc(Oc2cccc(Br)c2)c2ccncc12	-2	-12	0.9	-12	-9	-5	-2	1	-36
Cc1ccccc1OCC(=O)OCC(=O)c1ccc(-c2ccccc2)cc1	-4	-12	1.7	7	-6	-3	-2	3	-3
CCn1ccc(C(=O)Nc2c(C)nn(Cc3c(F)c(F)c(F)c(F)c3F)c2C)n1	-4	-1	2.2	-8	11	-5	-12	1	0

A second format for 2 compounds above.
Order of results: OXTR potentiator | CHRM4 antagonist | CHO-K1 Ca ag | CHO-K1 Ca antag | CHRM1 PAM | CHRM1 agonist | M1 antag | M4 ag | CHO parental Ca
Cc1c(Cl)cccc1NC(=O)CSCC(N)=O
  3 | -3 | 0.0 | -8 | 1 | -2 | 0 | 3 | 8
CCOC(=O)c1sc(NC(=O)C2CC2)cc1C
  -4 | -4 | 0.5 | 3 | 0 | -2 | 1 | 2 | 0
